Screening results as filed in PubChem BioAssay.
NR3A LBD binder: NR3A (human) ligand-binding domain modulation | NR3A LBD differential scanning fluorimetry, Tm shift; 0% = protein alone, 100% = glycine-bound protein | Tm shift relative to glycine control, % at 25 µM | 340,000 tested, 2.5% active | AID 1259313;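 active means melting temperature shift of at least 10% of the positive control shift, at one fixed dose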
tim23-1 inh: inhibits growth of tim23-1 mutant yeast; S. cerevisiae tim23-1 growth, BacTiter-Glo luminescence, 24 h; 330,000 tested, 1.3% active; inhibition, % at 20 µM;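 active means growth inhibition of the mutant yeast at or above 50%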;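 further: temperature-sensitive mutant grown at 25 °C; plate controls were DMSO-treated mutant yeast for no effect and medium wells lacking yeast for full effect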
beta cell repl: MIN6 beta-cell proliferation induction. AID 2380. MIN6 cells proliferation, ATPlite luminescence, 48 h; cells starved in 0.2% serum; 100% = growth in 10% serum. 330,000 tested, 0.29% active. proliferation, % at 10 µM;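 active means compounds whose signal lies at least 3.5 SD above the mean of all wells on their plate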;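 further: 0% = DMSO-treated cells in low-serum medium and 100% = 10% serum control; some compounds called inactive have numbers as strong as hits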
tim10-1 inh: tim10-1 yeast growth inhibition; S. cerevisiae tim10-1 ts strain growth, BacTiter-Glo, 24 h; inhibition, % at 20 µM; 330,000 tested, 2.2% active; AID 463190;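 active means inhibition of at least 40%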;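 further: mutant grown at 25 °C; 0% = DMSO wells with yeast and 100% = wells holding no yeast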
APJ antag: antagonists of human APJ apelin receptor | CHO-K1 APJ beta-arrestin complementation, luminescence | P35414 | inhibition, % at 20 µM | 330,000 tested, 0.32% active;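 active means inhibition above about 40% at 20 µM, limit read from the data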;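 further: cells challenged with 10 nM apelin-13 agonist together with compound; plate controls were apelin-13 plus DMSO wells for no effect and DMSO wells lacking apelin-13 for full effect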
Target sequence (P35414 whole entry, looked up): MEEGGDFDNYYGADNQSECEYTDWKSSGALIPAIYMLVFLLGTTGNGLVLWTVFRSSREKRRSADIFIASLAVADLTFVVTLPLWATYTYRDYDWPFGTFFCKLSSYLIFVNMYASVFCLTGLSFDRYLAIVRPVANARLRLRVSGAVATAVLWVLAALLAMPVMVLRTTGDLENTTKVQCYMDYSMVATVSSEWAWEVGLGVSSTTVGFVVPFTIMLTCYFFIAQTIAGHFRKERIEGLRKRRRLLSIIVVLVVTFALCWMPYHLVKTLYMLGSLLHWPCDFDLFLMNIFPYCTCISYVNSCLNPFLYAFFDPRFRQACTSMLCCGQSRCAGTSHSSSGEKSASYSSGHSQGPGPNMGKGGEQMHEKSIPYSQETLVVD
NLRP3 yeast inh: NALP3 inhibition in yeast; inhibition, % at 10 µM; Yeast reconstituted NLRP3/ASC/caspase-1, beta-gal luminescence, 24 h; 330,000 tested, 0.39% active; AID 2825;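 active means inhibition of 50% or more; inactive means inhibition below 50%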;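 further: plate controls were induced DMSO wells for no effect and uninduced yeast grown without galactose for full effect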
TIM10 inh: growth inhibitors of TIM10 yeast strain; S. cerevisiae TIM10 strain growth, BacTiter-Glo luminescence, 24 h; inhibition, % at 10 µM; 330,000 tested, 1.4% active; AID 463195;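 active means inhibition of 40% or more at the single tested concentration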;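 further: wild-type TIM10 isogenic control strain grown at permissive 25 °C; 0% = DMSO yeast wells and 100% = minimal medium wells without yeast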
MPTP inh: blocks calcium-induced mitochondrial swelling; isolated mouse mitochondria, Ca2+ swelling absorbance, 30 min; 360,000 tested, 1.4% active; inhibition, % at 10 µM;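 active means inhibition of 50% or more, scaled per plate between neutral and stimulator controls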;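 further: 0% = DMSO wells given calcium and 100% = 1 mM EGTA wells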
APJ agonist: APJ receptor agonism | AID 2520 | activation, % at 20 µM | 330,000 tested, 0.11% active | P35414 | CHO-K1 APJ PathHunter beta-arrestin, luminescence; 0% DMSO wells, 100% apelin;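 active means activation more than six SD over the plate average, tested at 20 µM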;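 further: 0% = DMSO alone and 100% = apelin-13 at 10 nM; some results filed as inactive read as strong as hits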
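Material: engineered CHO-K1 APJ arrestin reporter cells; amount: 1000 CHO-K1 reporter cells seeded per well; incubation: compound stimulation 90 min at 25 °C, detection 60 min; signal: luminescent beta-gal fragment complementation, chemiluminescent substrate; read-out basis: APJ agonist activity; controls: DMSO-only wells as negative, 10 nM Apelin-13 as positive control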
The depositor's hits bear a star; . = not tested or not shown.

SMILES | NR3A LBD binder | tim23-1 inh | beta cell repl | tim10-1 inh | APJ antag | NLRP3 yeast inh | TIM10 inh | MPTP inh | APJ agonist
CC(=O)Nc1ccc(Nc2nc(C)c([N+](=O)[O-])c(Nc3ccccc3)n2)cc1 | -2 | 20 | 0 | 39 | 1 | 16 | 15 | 3.9 | 0
COc1ccc(S(=O)(=O)N2CCC[C@H]2C(=O)NC2=NCCS2)cc1 | -2 | 8 | 0 | 12 | 11 | 11 | -12 | -0.1 | 1
CCC(NS(=O)(=O)c1ccc(C)cc1)C(=O)O (stereo not given) | 0 | 3 | -2 | 3 | 8 | -1 | 3 | -0.5 | -3
O=C(Nc1cc(Sc2ccccn2)cc([N+](=O)[O-])c1)c1ccc([N+](=O)[O-])cc1 | -4 | -12 | -4 | -15 | -40 | 1 | -29 | 14 | 3
Cc1cc(C)nc(SCC(=O)c2ccc(C)c(C)c2)n1 | 0 | 6 | -2 | -4 | 8 | 15 | -5 | 1.1 | 0
Cc1sc(N)nc1-c1ccccc1 | 0 | 7 | 1 | 2 | 6 | 0 | -7 | -0.2 | -3
CC(C)(O)C#Cc1ccc(C(=O)N2CCC(C(N)=O)(N3CCCCC3)CC2)o1 | -2 | 20 | 0 | -2 | -5 | 6 | 19 | 0.0 | -1
O=C(COc1cccnc1[N+](=O)[O-])Nc1ccc2c(c1)OCO2 | 1 | 5 | -1 | -5 | 3 | 17 | -6 | -2.9 | 1
CN(CCNC(=O)c1cn(C)c2ccc(S(=O)(=O)N(C)C)cc2c1=O)CCc1ccccc1 | -1 | 12 | -3 | 12 | 7 | 2 | -6 | -0.7 | 0
COc1cccc(C(=O)Nn2cnnc2)c1 | -1 | 2 | -4 | 1 | 2 | 10 | -5 | -0.8 | 1
CCOc1ccc(NC(=O)C23CC4CC(C2)CC(c2ccccc2)(C4)C3)cc1 | -1 | 25 | -3 | 22 | -15 | 22 | 34 | 0.0 | -4
Cc1noc(C)c1C(=O)Nc1ccc(F)cc1 | -1 | 11 | -2 | 3 | 6 | 19 | -10 | -0.2 | -2
CC(=O)Nc1ccc(NC(=O)C(C)O/N=C/c2cccc([N+](=O)[O-])c2)cc1 (stereo not given) | 0 | 15 | 3 | 19 | 5 | -6 | 3 | -5.0 | -2
O=S(=O)(NCc1ccccn1)c1ccc(Cl)c(C(F)(F)F)c1 | -2 | 15 | -2 | 13 | 1 | -4 | 15 | 0.2 | -3
COc1ccccc1NC(=O)Cn1nc(Cc2cccnc2)c2ccccc2c1=O | 0 | 2 | -5 | 4 | 17 | -5 | -20 | 0.4 | -4
OC(c1ccccc1)(c1ccccc1)c1ccn[nH]1 | -2 | 0 | 2 | 9 | 13 | 16 | 0 | -0.3 | -3
CCOC(=O)CN1C(=O)CCSc2ccc(Cl)cc21 | -2 | 4 | 0 | -3 | 17 | 2 | 7 | -2.3 | -1
COc1ccc(CCNC(=O)c2ccc(OCc3c(C)noc3C)cc2)cc1OC | -1 | 8 | 1 | -5 | -70 | 15 | -6 | -0.5 | -3
COC(=O)c1c(C)oc(C)c1S(=O)(=O)NCc1ccc(Cl)cc1Cl | 4 | 27 | 0 | 19 | 13 | 9 | 36 | 3.2 | -2
Cc1cc(C)n(CCCNC(=O)C2CCC(=O)N(CCc3ccc(Cl)cc3)C2)n1 (stereo not given) | -1 | 4 | 1 | -3 | 7 | 8 | 1 | 0.2 | 0
CC(Sc1ccccc1F)C(=O)Nc1ccc2c(c1)OCCO2 (stereo not given) | 2 | 15 | 1 | -18 | 7 | 15 | -8 | -0.3 | -2
Cc1[nH]c(=S)n(CC2CCCO2)c1C (stereo not given) | 1 | -6 | 0 | 5 | -3 | -3 | -8 | 1.2 | 2
Cc1c(Cl)cccc1NC(=O)NCc1ccc(C)n1C | 1 | 4 | -2 | 5 | 12 | 1 | -5 | 0.5 | -2
CC(=O)Nc1ccc(S(=O)(=O)N[C@@H](C)C(=O)OCC(=O)c2ccc[nH]2)cc1 | 2 | -5 | 0 | -15 | -11 | 0 | -9 | -2.5 | -3
O=S(=O)(c1ccc2c(c1)nc(COc1ccc(Cl)cc1)n2CC1CCCO1)N1CCOCC1 (stereo not given) | 1 | 19 | -3 | 26 | 7 | -6 | 16 | 2.4 | 1
C[C@H](NC(=O)C1CC(=O)N(c2ccc3c(c2)OCO3)C1)C(=O)NCc1ccco1 (stereo not given in full) | 1 | 14 | -2 | -11 | 4 | 3 | 1 | -1.1 | -4
COc1cccc(N2CCN(C(=O)c3oc4ccccc4c3NC(=O)CCc3cc(OC)no3)CC2)c1 | -3 | 37 | -3 | 38 | 10 | 10 | 4 | 0.4 | -7
CSCCC(NC(=O)c1ccc(C)o1)C(=O)O (stereo not given) | 15* | -3 | 1 | 6 | 17 | 14 | -17 | -3.2 | -5
CC(OC(=O)c1cc(S(=O)(=O)N2CCOCC2)ccc1F)C(=O)NC1CCCCC1C (stereo not given) | 3 | 0 | 0 | 11 | -3 | 12 | 14 | -0.2 | -2
CS(=O)(=O)N(Cc1ccc(Cl)cc1)c1ccc(C(=O)NCC2CCCO2)cc1 (stereo not given) | 0 | 15 | 4 | 9 | 9 | 7 | 1 | -1.4 | -2

NR3A LBD binder: hit marks shown above
| smiles | NR3A LBD binder | APJ antag | NLRP3 yeast inh | MPTP inh |
| --- | --- | --- | --- | --- |
| CSCCC(NC(=O)c1ccc(C)o1)C(=O)O (stereo not given) | 15* | 17 | 14 | -3.2 |

New compounds follow
SMILES | NR3A LBD binder | tim23-1 inh | beta cell repl | tim10-1 inh | APJ antag | NLRP3 yeast inh | TIM10 inh | MPTP inh | APJ agonist
COc1ccc2c(c1)C1=NN(/C(C)=C/C(C)=O)C(c3ccc(F)cc3)C1CC2 (stereo not given) | -6 | 18 | -1 | 24 | 0 | 18 | -6 | 3.0 | 1
NC(=O)C1CCN(C(=O)c2ccco2)CC1 | 2 | 7 | -3 | 13 | 15 | -9 | 15 | -0.1 | 0
COc1ccc(CC(=O)N/N=C/c2ccc(-c3ccc(F)cc3)o2)cc1OC | 5 | 13 | -2 | -4 | -16 | -2 | -7 | 2.1 | 1
Fc1ccc(C2CCNCC2COc2ccc3c(c2)OCO3)cc1 (stereo not given) | -2 | 9 | -6 | 12 | 9 | 14 | 10 | 2.7 | -3
CCOC(OCC)c1ccc(/C=C\c2nccc(N)n2)cc1 | 0 | 15 | -3 | 13 | 24 | 15 | 17 | 0.4 | -1
O=C(C1CCCN(S(=O)(=O)c2cccnc2)C1)N1CCN(c2ccccn2)CC1 (stereo not given) | -2 | 14 | 3 | 13 | 14 | 5 | 13 | -0.1 | -4
Cc1c(C(=O)Nc2ccc(S(=O)(=O)NCC3CCCO3)cc2)cccc1[N+](=O)[O-] (stereo not given) | -1 | 3 | 2 | -7 | -7 | 12 | -5 | -2.7 | 0
COc1ccc(NS(=O)(=O)c2csc(C(N)=O)c2)cc1 | -1 | -1 | -1 | 2 | 6 | 5 | 4 | -1.3 | 0
Cc1ccc(C(=O)c2no[n+]([O-])c2C(=O)c2ccc(C)cc2)cc1 | -1 | 47 | -6 | 44* | -5 | 59* | 1 | -1.7 | 0
COc1ccc(Cn2nnnc2C(c2cccnc2)N2CCN(c3ccc(O)cc3)CC2)cc1 (stereo not given) | 3 | 20 | 0 | 23 | -17 | -1 | 21 | -0.2 | 0
N#C/C(=C\c1ccccc1[N+](=O)[O-])C(=O)NC1CCCCC1 | -1 | 76* | -2 | 75* | -43 | 22 | 72* | -1.0 | 5
C[C@@]12C(=O)N(CCO)CC(=O)N1[C@H](/C=C/c1ccccc1)[C@@H]1C(=O)N(c3ccccc3)C(=O)[C@@H]12 | 0 | 5 | 2 | -1 | -36 | 16 | -4 | . | 0
COc1cc2c(C#CCCCO)c(-c3ccc(C#N)cc3)oc(=O)c2cc1OC | 1 | 1 | -3 | 8 | 19 | 12 | -2 | -0.3 | -2
COC(=O)c1ccc(NC(=O)CSCc2ccc(C)cc2)cc1 | -2 | 34 | 0 | 26 | 2 | 29 | 0 | -1.2 | -4
CC(C)c1onc(C(=O)N2CCN(Cc3ccccc3)CC2)c1[N+](=O)[O-] | 2 | 13 | 0 | -1 | 14 | 11 | -1 | -3.1 | -4

The final 3 entries of the section before come first, to join the parts:
SMILES | NR3A LBD binder | tim23-1 inh | beta cell repl | tim10-1 inh | APJ antag | NLRP3 yeast inh | TIM10 inh | MPTP inh | APJ agonist
COc1cc2c(C#CCCCO)c(-c3ccc(C#N)cc3)oc(=O)c2cc1OC | 1 | 1 | -3 | 8 | 19 | 12 | -2 | -0.3 | -2
COC(=O)c1ccc(NC(=O)CSCc2ccc(C)cc2)cc1 | -2 | 34 | 0 | 26 | 2 | 29 | 0 | -1.2 | -4
CC(C)c1onc(C(=O)N2CCN(Cc3ccccc3)CC2)c1[N+](=O)[O-] | 2 | 13 | 0 | -1 | 14 | 11 | -1 | -3.1 | -4
COc1ccc(OC)c(CCNC(=O)Cn2nc(C)c3c(C)n(-c4ccc(C)cc4)nc3c2=O)c1 | -3 | 15 | -1 | 11 | 0 | 8 | 7 | 13 | -2
CSc1ccccc1OCc1cc(C(=O)NC(C)Cn2cncn2)no1 (stereo not given) | 1 | 3 | -2 | -11 | -46 | 1 | -1 | 0.5 | 0
COc1ccc(C(CNC(=O)c2cccc(S(=O)(=O)NCc3ccccc3)c2)N(C)C)cc1 (stereo not given) | 1 | -13 | -2 | 5 | 1 | 11 | -4 | 0.7 | -5
CCN(C[C@H]1N[C@@](C)(C(=O)OC)[C@H]2C(=O)N(C)C(=O)[C@@H]12)C(C)=O | 1 | 1 | -2 | 0 | 6 | 8 | -9 | -0.3 | -3
COc1ccc(NCc2nnc(SCC(=O)NCc3ccccc3)n2-c2ccccc2OC)cc1 | 0 | 12 | 2 | 18 | 18 | -11 | -5 | -1.1 | -3
CCCCN(C(=O)CSCC(=O)Nc1ccc(C)cc1)c1c(N)n(CCCC)c(=O)[nH]c1=O | -2 | 2 | -3 | 9 | 15 | 9 | 2 | -1.1 | 6
COc1cccc(-c2nc3ccc(C(=O)NC(C)Cc4cccnc4)cc3o2)c1 (stereo not given) | -1 | 23 | -2 | 22 | 17 | 17 | 0 | -1.2 | 4
Cc1cc(N2CCC(C)CC2)nc(-c2ccccc2O)n1 | 0 | 23 | -5 | 21 | -5 | -1 | 27 | 2.1 | -5
CCNc1nnc(SCC(=O)c2c(N)n(C3CC3)c(=O)[nH]c2=O)s1 | -3 | 14 | 1 | 19 | 16 | 5 | 0 | -0.2 | -2
CCC(=O)N1CCN(c2ccc(NC(=O)c3ccc4c(c3)OCO4)cc2)CC1 | -1 | 1 | -4 | 17 | 3 | -1 | 12 | -0.8 | -4
CCOC(=O)C1CCCN(Cc2c(C(=O)N3CCCCC3)nc3c(C)cccn23)C1 (stereo not given) | -2 | 22 | 2 | 12 | -28 | 20 | 2 | -2.0 | -5
COc1cc2ccccc2cc1C(=O)Nc1cccnc1 | 1 | -7 | -1 | 18 | -9 | 35 | 0 | -5.3 | -4
COCCc1ncc(CN2CCCCC2C(=O)Nc2ccc(Oc3ccccc3)nc2)cn1 (stereo not given) | 3 | 0 | 10* | -8 | 5 | 15 | -1 | 0.2 | 7
O=C(Nc1cccc2c1[nH]c1ccccc12)C(F)(F)F | -11 | 20 | 0 | 18 | -3 | 14 | 5 | 99* | -5
O=C(Nc1cccc(C(=O)O)c1)/C(=C\c1ccc2c(c1)OCO2)NC(=O)c1ccc(Br)cc1 | -1 | -4 | 5 | 3 | 9 | 10 | 10 | -2.1 | -3
